HTT ATP protect = Huntington cell model cytoprotection by ATP luminescence; PC12 HTT-Q103 induced, cytoprotection, ATP luminescence, 40 h; 0.14% of 230,000 active; AID 1471; Potency, µM (titrated, usually from 56.4 µM), for the others: cytoprotection (ATP increase), usual class: activators;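 also: % of control where 0% means no effect; nearly all actives have a fitted effect of over 45% in size; toxic huntingtin expression switched on by the ecdysone agonist tebufenozide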
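Stable PC12 Q103-GFP cells in serum-supplemented, phenol red-free DMEM; induction by tebufenozide at 100 nM final; compound dose series; cell viability quantified luminescently from ATP.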
TR SRC2 fluor cs = counter-screen for TRb-SRC2 inhibitors: fluorescence interference. 0.29% of 280,000 active. AID 1479. Potency, µM (titrated, usually from 106 µM), for the others: at the top dose fluorescence change, negative = quenching. TRb/SRC2 Texas Red total fluorescence interference; active = well fitted curve in either direction with a large enough effect; inconclusive = small, poorly fitted or top-dose-only effect; also: % is scaled to controls: 0 for no effect and ±100 for the full control effect
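Flags fluorescent or light-absorbing compounds by total fluorescence, S + 2P, at 555 nm excitation and 632 nm emission. Mixture: 20 nM Texas Red SRC2 peptide, 0.6 uM human TRb LBD, 1 uM T3, 5% DMSO; compound exposure 5 h at ambient temperature.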
L3MBTL1 inh = inhibitors of human L3MBTL1; Q9Y468; AlphaScreen L3MBTL1–H3K9me1 peptide binding; Potency, µM (titrated, usually from 57.1 µM), for the others: at the top dose activity, negative = inhibition, hits mostly inhibitors; 0.66% of 230,000 active; AID 485360; also: % is scaled to controls: 0 for no effect and ±100 for the full control effect; nearly all actives have a fitted effect of over 60% in size
Target sequence (Q9Y468 whole entry, looked up): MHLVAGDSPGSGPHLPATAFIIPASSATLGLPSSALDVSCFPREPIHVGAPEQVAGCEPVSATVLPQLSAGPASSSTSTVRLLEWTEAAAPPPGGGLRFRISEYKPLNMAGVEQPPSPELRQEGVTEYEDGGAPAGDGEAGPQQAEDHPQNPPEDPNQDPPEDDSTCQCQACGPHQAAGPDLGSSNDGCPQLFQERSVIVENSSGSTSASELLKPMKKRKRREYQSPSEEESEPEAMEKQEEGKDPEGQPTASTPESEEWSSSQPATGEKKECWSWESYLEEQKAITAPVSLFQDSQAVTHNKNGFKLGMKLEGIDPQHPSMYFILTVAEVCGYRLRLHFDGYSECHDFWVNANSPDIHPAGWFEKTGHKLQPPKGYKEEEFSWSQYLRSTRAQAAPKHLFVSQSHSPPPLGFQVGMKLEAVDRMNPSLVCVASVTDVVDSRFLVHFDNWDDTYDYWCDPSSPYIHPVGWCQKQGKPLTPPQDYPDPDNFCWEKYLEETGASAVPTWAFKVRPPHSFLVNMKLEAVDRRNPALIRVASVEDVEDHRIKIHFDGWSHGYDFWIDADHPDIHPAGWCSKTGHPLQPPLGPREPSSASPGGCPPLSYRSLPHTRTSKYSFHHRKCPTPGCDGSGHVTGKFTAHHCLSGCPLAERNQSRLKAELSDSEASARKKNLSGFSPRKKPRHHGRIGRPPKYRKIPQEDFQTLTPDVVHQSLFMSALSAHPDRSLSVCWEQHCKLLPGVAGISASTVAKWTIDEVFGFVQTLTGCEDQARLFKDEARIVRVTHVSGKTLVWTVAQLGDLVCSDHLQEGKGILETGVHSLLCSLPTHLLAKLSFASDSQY
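AlphaScreen assay: L3MBTL1 (50 nM final) was preincubated 30 min at room temperature with biotinylated H3(1-15)K9me1 peptide (75 nM final), then 30 min with library compounds; streptavidin donor and nickel chelate acceptor beads (10 ug/mL final) added, 30 min dark.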
Tau fluor cs = counter-screen for tau fibril formation inhibitors; Potency, µM (doses to about 57.7 µM), without a hit: top-dose activity change, negative = decrease; AID 1463; tau K18 P301L Alexa594 fluorescence, heparin fibrillization; 0.93% of 280,000 active; also: % is scaled to controls: 0 for no effect and ±100 for the full control effect; nearly all actives have a fitted effect of over 55% in size
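Human tau K18 P301L (15 uM unlabeled, 0.24 uM Alexa 594-labeled) in 100 mM sodium acetate pH 7 with 20 uM heparin, 6 hr at 37 C. ThT 30 uM added, 1 hr ambient; Alexa 594 FP and total fluorescence read at 555/632 nm.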
RECQ1 inh = RECQ1 (human) helicase inhibition | P46063 | RECQ1 DNA unwinding, red fluorescence kinetic read | Potency, µM (series often up to 57.3 µM), for the others: at the highest dose activity, negative = inhibition, actives largely listed as inhibitors | 0.54% of 240,000 active | AID 2549;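 also: plate controls were vehicle for no effect and no enzyme for full effect; nearly all actives have a fitted effect of over 30% in size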
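RECQ1T1 50 nM; forked duplex (20 bp + 30-nt ss tails) 200 nM, ATP 2 mM final; pH 8.0, 2 mM MgCl2, 2.5 ug/ml poly(dI-dC); 15 min compound preincubation; discontinuous kinetic read over 2 h at RT.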
Tau FP inhib = blocks human tau fibril formation measured by polarization; P10636; K18 P301L tau heparin fibrillization, Alexa594 FP, 6 h; Potency, µM (top dose mostly 57.7 µM), without a hit: top-dose activity, negative = inhibition, actives largely listed as inhibitors; 0.39% of 280,000 active; AID 1468; also: % is scaled to controls: 0 for no effect and ±100 for the full control effect; nearly all actives have a fitted effect of over 55% in size
Target sequence (P10636 561-689 P618L limits assumed): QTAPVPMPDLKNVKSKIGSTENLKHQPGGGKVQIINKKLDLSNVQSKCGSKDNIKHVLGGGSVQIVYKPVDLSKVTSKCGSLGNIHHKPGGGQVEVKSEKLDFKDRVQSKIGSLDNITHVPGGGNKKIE
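Recombinant K18 P301L […], labeled with Alexa 594 at 0.24 uM over 15 uM unlabeled; heparin inducer 20 uM final; 37 C, 6 hr; FP endpoint.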
TRb SRC2 PPI = inhibitors of human thyroid hormone receptor beta-SRC2 interaction; TRbeta-SRC2 peptide binding, fluorescence polarization; receptor liganded with 1 µM T3; Potency, µM (titrated, usually from 106 µM), for the others: at the highest dose activity change, negative = inhibition, actives largely listed as inhibitors; 0.065% of 280,000 active; AID 1469; P10828;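 also: plate controls were bound peptide for no effect and peptide without receptor for full effect; nearly all actives have a fitted effect of over 50% in size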
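Compounds were added to 0.6 uM TRb ligand-binding domain and 20 nM Texas Red-labeled SRC2 peptide in Tris buffer containing 1 uM T3, incubated 5 hr at ambient temperature, then read by fluorescence polarization.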
Tau ThT inhib = blocks human tau fibril formation measured by thioflavin T. recombinant tau K18 P301L (four-repeat tau fragment), heparin-induced fibrillization, ThT fluorescence. P10636. AID 1460. 2.1% of 270,000 active. Potency, µM (highest dose often 57.4 µM), without a hit: at the top dose activity, negative = inhibition, most hits filed as inhibitors; also: % is scaled to controls: 0 for no effect and ±100 for the full control effect; nearly all actives have a fitted effect of over 55% in size
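Aggregation was driven by heparin (20 uM final) acting on recombinant tau […] bearing P301L in 100 mM sodium acetate pH 7; fibrils were detected with Thioflavin T.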
The depositor's hits bear a star; i = inactive; ? = inconclusive; . = no result given; [ ] = another dose, or the depositor's remark. Unless noted, calls follow the shape of the dose curve; as a rule, active = well fitted curve in the direction sought with a large enough effect; inconclusive = small, poorly fitted or top-dose-only effect, or another doubt; inactive = no such curve, though single readings can be large; an effect the other way counts as inactive or inconclusive. Potency is read from the fitted curve at half-maximal effect. A portion of the library; the hit share may differ from the screen's.

Molecule | TR SRC2 fluor cs | TRb SRC2 PPI | Tau ThT inhib | HTT ATP protect | Tau FP inhib | Tau fluor cs | RECQ1 inh | L3MBTL1 inh
Cc1ccc(OCCn2c(CNc3cccc(C)c3)nc3ccccc32)cc1 | 0% | -7% | ? | . | 7% | ? | . | .
CC1CCCC(C)N1/N=C/c1cc(Br)c(O)c(Br)c1 (stereo unspecified) | 4% | -4% | -2% | -15%[10 µM] | -2% | -5% | 2% | 1%
CCN(CC)CCOC(=O)c1c(C)oc2ccc(OC)cc12 | -2% | 0% | -3% | 24% | 3% | -1% | 6% | -4%
Cc1cc(NC(=O)Nc2ccc(F)cc2F)n(C)n1 | -2% | -8% | 10% | . | -11% | -1% | -15% | 5%
Cc1c(NC(=O)c2ccc(N3CCCC3)c([N+](=O)[O-])c2)cccc1-c1nc2ccccc2s1 | 4% | -1% | -17% | 1%[10 µM] | -3% | -8% | i | 33%
O=C(Nc1cccc(Cl)c1)N1CCCC1 | -4% | -6% | -2% | 23% | 7% | 9% | ? | .
O=C(Nc1nnc(COc2ccc(Cl)cc2)s1)c1ccc([N+](=O)[O-])cc1 | 4% | 9% | -14% | -7% | 1% | -7% | -5% | 1%
COc1ccc(N(C)C(=O)c2ccc3nc(-c4ccccc4)c(-c4ccccc4)nc3c2)cc1 | 1% | -17% | -19% | -30% | -2% | -14% | -24% | -13%
CC(=O)c1c(C)nc2ccccn12 | -2% | -17% | 6% | 3% | 3% | 5% | -8% | .
O=C(Nc1cnn(Cc2ccc(Cl)c(Cl)c2)c1)c1nc2ncccn2n1 | -1% | -6% | -7% | -6%[10 µM] | -7% | -22% | -13% | -2%
Cc1nn(-c2ccccc2)c(Cl)c1C(=O)Nc1ccccc1 | 0% | 11% | -15% | -28% | -2% | -14% | -1% | 4%
CCCSc1nnc2c(n1)OC(c1cccn1C)N(C(C)=O)c1ccccc1-2 (stereo unspecified) | 1% | -2% | -1% | -10% | 7% | -3% | -9% | 1%
Cc1ccc(SCCCCN2CCNCC2)cc1 | 0% | -5% | -12% | . | -7% | -8% | i | -2%
Cc1ccc(C)c(-n2c(CCC(=O)O)ccc2-c2ccc(Cl)cc2)c1 | 0% | 4% | -17% | . | -4% | -6% | . | .
CN(C)S(=O)(=O)c1ccc2c(c1)nc(CCC(=O)NCC1CCCCC1)n2C | -1% | 1% | 4% | 18%[10 µM] | 3% | 3% | i | -6%
O=C(NCCc1c[nH]c2ccccc12)/C(=C/c1cccnc1)NC(=O)c1cccs1 | -3% | -10% | -17% | -14%[10 µM] | 0% | -17% | -3% | 2%
COc1cccc(-n2c(-c3ccc(Cl)cc3)cc3c2CC(C)(C)CC3=O)c1 | -1% | 0% | -12% | . | -7% | -12% | . | .
CCCn1c(=N)n(CC(O)c2ccc(C)cc2)c2ccccc21 (stereo unspecified) | 0% | -1% | -12% | 15%[10 µM] | 4% | -9% | -10% | 10%
CCCc1[nH]nc2c1C(c1ccncc1)C(C#N)=C(N)O2 (stereo unspecified) | 1% | -21% | ? | -19% | -9% | -6% | -3% | -7%
Cn1c(N)c(C(=O)COC(=O)C23CC4CC(CC(C4)C2)C3)c(=O)n(C)c1=O | 1% | 4% | -3% | 2% | ? | -22% | -3% | .

Single records (already shown). Values in the order: TR SRC2 fluor cs, TRb SRC2 PPI, Tau ThT inhib, HTT ATP protect, Tau FP inhib, Tau fluor cs, RECQ1 inh, L3MBTL1 inh
Listed for Cc1c(NC(=O)c2ccc(N3CCCC3)c([N+](=O)[O-])c2)cccc1-c1nc2ccccc2s1 → 4%, -1%, -17%, 1%[10 µM], -3%, -8%, i, 33%
Listed for O=C(Nc1nnc(COc2ccc(Cl)cc2)s1)c1ccc([N+](=O)[O-])cc1 → 4%, 9%, -14%, -7%, 1%, -7%, -5%, 1%

Further compounds follow:
Molecule | TR SRC2 fluor cs | TRb SRC2 PPI | Tau ThT inhib | HTT ATP protect | Tau FP inhib | Tau fluor cs | RECQ1 inh | L3MBTL1 inh
NC(=O)C1=C[C@H](c2csc3ccccc23)C[C@H](OCCCCO)O1 | 4% | -1% | ? | 4%[10 µM] | -9% | -13% | 1% | 0%
CC(C)(C)C(=O)Nc1ccccc1C(=O)Nc1ccncc1 | 3% | -2% | 1% | 12%[10 µM] | 6% | -1% | 2% | 9%
O=C(NCc1cccnc1)c1ccccc1-c1ccccc1 | -2% | -6% | -4% | ? | 4% | 5% | i | -3%
CC(=O)N1CCc2[nH]c3ccccc3c2C1 | 1% | -3% | -7% | -26%[10 µM] | ? | -1% | 0% | 0%
COc1ccc(/C=C/C(=O)Nc2ccc(OC)cc2[N+](=O)[O-])cc1 | 1% | 0% | ? | -2%[10 µM] | 6% | -17% | -2% | -6%
Cc1cc(C(C)(C)C)oc1C(=O)Nc1ccc(CC(=O)O)cc1 | 0% | 6% | -2% | -2% | -9% | 2% | -10% | 8%
Cc1ccc(-c2nc3cccnc3s2)cc1NS(=O)(=O)c1ccc2c(c1)OCCO2 | 1% | -19% | 6% | -4%[10 µM] | -10% | ? | i | -4%
Cc1ccc(-c2nnc(SCC(=O)N3CCc4ccccc43)o2)cc1 | -2% | -6% | -18% | . | -3% | -5% | . | .
Nc1nc(NCC2CCCO2)nc(Nc2cccc(Cl)c2)c1[N+](=O)[O-] (stereo unspecified) | -2% | -5% | -9% | -23%[10 µM] | -14% | ? | -5% | -7%
O=C(CN(C(=O)Cn1nnc(-c2cccs2)n1)c1ccc2c(c1)OCCO2)NCc1ccccc1 | -5% | -8% | -2% | -5%[10 µM] | 7% | -24% | -13% | -3%
Oc1ccccc1N1CCN(C(=S)NCCc2ccccc2)CC1 | 1% | 3% | ? | -8%[10 µM] | 10% | -26% | 8% | -10%
CCS(=O)c1ccccc1C(=O)O (stereo unspecified) | 0% | -21% | -8% | 8% | -6% | -10% | 4% | -1%
Cc1ccc(S(=O)(=O)NCC(=O)OCc2csc(-c3ccccc3)n2)cc1 | -2% | 7% | -16% | -2%[10 µM] | 8% | -19% | -11% | 6%
COc1ccc(NC(=O)COC(=O)CNS(=O)(=O)c2ccccc2)cc1OC | -1% | 5% | 3% | 1% | 1% | -2% | 0% | 6%
COc1ccc(CCNC(=O)c2cnc3ccc(C)cn3c2=O)cc1 | 1% | -7% | -2% | . | 4% | -2% | . | .
Cc1cc(/C=C\c2nc(O)c([N+](=O)[O-])c(=O)[nH]2)c(C)n1-c1ccccc1 | -5% | 10% | ? | . | 3% | -9% | 25µM* | -24%
CC1CN(C2=NC(=O)/C(=C3/C(=O)N(Cc4ccc(F)cc4)c4ccccc43)S2)CC(C)O1 (stereo unspecified) | 0% | -3% | -19% | 10%[10 µM] | 10% | -8% | -2% | -17%
CCOC(=O)Cn1cc(C(=O)C(C)(C)C)c2ccccc21 | -1%[53 µM] | 1%[53 µM] | 3% | -13%[10 µM] | 3% | 0% | 6% | 19%
CC(C)CN1C(=O)c2ccc(NC(=O)c3ccccc3F)cc2C1=O | 1% | -5% | -8% | 0% | 1% | -16% | 12% | .
COc1ccc(-c2nc(CC(=O)O)cs2)cc1OC | -5% | 4% | -11% | -12% | 5% | -7% | -7% | .
CN(C)CCOc1cccc(Cl)c1 | 0% | 0% | -1% | 14%[10 µM] | -4% | -1% | -5% | 0%
CCN1C(=O)[C@H]2[C@H]3[C@H](O)[C@H](O)C/C(=N/O[C@@H](C)c4cc(-c5c(C)cc(C)cc5C)no4)[C@@H]3CC[C@@H]2C1=O | -3%[11.2 µM] | 4%[11.2 µM] | -5%[11.5 µM] | -7%[10 µM] | 3%[11.6 µM] | 0%[11.6 µM] | -4%[11.5 µM] | .

Molecules listed so far with a Cl atom, in the order listed:
Molecule | TR SRC2 fluor cs | TRb SRC2 PPI | Tau ThT inhib | HTT ATP protect | Tau FP inhib | Tau fluor cs | RECQ1 inh | L3MBTL1 inh
O=C(Nc1cccc(Cl)c1)N1CCCC1 | -4% | -6% | -2% | 23% | 7% | 9% | ? | .
O=C(Nc1nnc(COc2ccc(Cl)cc2)s1)c1ccc([N+](=O)[O-])cc1 | 4% | 9% | -14% | -7% | 1% | -7% | -5% | 1%
O=C(Nc1cnn(Cc2ccc(Cl)c(Cl)c2)c1)c1nc2ncccn2n1 | -1% | -6% | -7% | -6%[10 µM] | -7% | -22% | -13% | -2%
Cc1nn(-c2ccccc2)c(Cl)c1C(=O)Nc1ccccc1 | 0% | 11% | -15% | -28% | -2% | -14% | -1% | 4%
Cc1ccc(C)c(-n2c(CCC(=O)O)ccc2-c2ccc(Cl)cc2)c1 | 0% | 4% | -17% | . | -4% | -6% | . | .
COc1cccc(-n2c(-c3ccc(Cl)cc3)cc3c2CC(C)(C)CC3=O)c1 | -1% | 0% | -12% | . | -7% | -12% | . | .
Nc1nc(NCC2CCCO2)nc(Nc2cccc(Cl)c2)c1[N+](=O)[O-] (stereo unspecified) | -2% | -5% | -9% | -23%[10 µM] | -14% | ? | -5% | -7%
CN(C)CCOc1cccc(Cl)c1 | 0% | 0% | -1% | 14%[10 µM] | -4% | -1% | -5% | 0%

Compound activity (PubChem BioAssay)
